Apoferritin bind = qHTS Assay for Identification of Novel General Anesthetics. apoferritin/1-aminoanthracene competitive binding, fluorescence. Potency, µM (highest dose often 77.5 µM), for inactives: at the highest dose activity change, negative = displacement, actives largely listed as inhibitors. Ferritin light chain (Equus caballus), P02791. 0.074% of 350,000 active; note: potency is the fitted concentration of half-maximal effect; % is set by controls: 0 for no effect and ±100 for the full control effect; nearly all actives have a fitted effect of over 20% in size
Target sequence (P02791 2-175 limits assumed): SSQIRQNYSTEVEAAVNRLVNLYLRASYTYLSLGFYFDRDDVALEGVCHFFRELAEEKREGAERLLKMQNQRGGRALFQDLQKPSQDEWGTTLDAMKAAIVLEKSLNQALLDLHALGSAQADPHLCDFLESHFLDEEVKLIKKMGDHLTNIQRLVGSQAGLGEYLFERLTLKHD
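10 uM apoferritin + 50% sat. 1-AMA, PBS; cpd 10 min RT; Ex380/Em535 endpoint; normalized to free probe vs complex; 4-param Hill fit; propofol titration as pos. ctrl.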
RXFP1 antagonist = qHTS Assay for Antagonists of the Relaxin Receptor RXFP1 | Relaxin receptor 1 (Homo sapiens), Q9HBX9 | HEK293-RXFP1, relaxin-stimulated cAMP HTRF, 30 min; hits give low values | activity change, negative = inhibition, % at 57.5 µM | 0.59% of 350,000 active;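 active = activity change of -60% or lower, but not beyond a set lower limit; inconclusive = change between -60% and -40%, or beyond the set limit; inactive = change above -40%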; note: % is set by controls: 0 for no effect and ±100 for the full control effect
Pol eta inh = qHTS for Inhibitors of Polymerase Eta; DNA polymerase eta (Homo sapiens), Q9Y253; recombinant Pol eta, fluorescent DNA replication assay; Potency, µM (series often up to 114 µM), inactives show at the highest dose activity change, negative = inhibition, usual class: inhibitors; 1.2% of 390,000 active; AID 588591, 2011; note: potency is the fitted concentration of half-maximal effect; % is set by controls: 0 for no effect and ±100 for the full control effect
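Pol eta (10 nM) was preincubated with compounds for 15 min at room temperature, after which fluorescent replication substrate (50 nM final) was added to start the reaction. Fluorescence was read kinetically at 0 and 10 min.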
POLK inh = qHTS for Inhibitors of Polymerase Kappa | purified Pol kappa, fluorescent DNA synthesis assay, 10 min | Potency, µM (highest dose often 107 µM), for the others: at the highest dose activity, negative = inhibition, hits mostly inhibitors | 0.53% of 400,000 active | AID 588579, 2011; note: potency is the fitted concentration of half-maximal effect; % is set by controls: 0 for no effect and ±100 for the full control effect
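Pol kappa 10 nM + cpd, 15 min RT; start w/ substrate 50 nM final; fluorescence kinetic read, 0 and 10 min. Neg ctrl: buffer, no enzyme.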
PGK inhibitor = qHTS Assay to Find Inhibitors of Phosphoglycerate Kinase; Phosphoglycerate kinase, glycosomal (Trypanosoma brucei brucei), P07378; PGK/GAPDH coupled, Kinase-Glo luminescence, 60 min; Potency, µM (top dose mostly 57.5 µM), for the others: at the top dose activity change, negative = inhibition, most hits filed as inhibitors; 0.043% of 380,000 active; note: potency is the fitted concentration of half-maximal effect; % is set by controls: 0 for no effect and ±100 for the full control effect; nearly all actives have a fitted effect of over 60% in size
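Luminescent ATP detection (Kinase-Glo Plus) follows a 60-minute room-temperature incubation, with wells lacking PGK as controls. Buffer: 100 mM TEA (pH 7.6), 5 mM MgCl2, 0.01% Tween-20. Coupling enzyme GAPDH (100 nM final) supplies unstable 1,3-BPG in-well.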
APEX1 inh = qHTS Assay for Inhibitors of the Human Apurinic/apyrimidinic Endonuclease 1 (APE1); DNA repair nuclease/redox regulator APEX1 (Homo sapiens), P27695; recombinant APE1, TAMRA/BHQ-2 abasic DNA cleavage fluorescence; 0.35% of 350,000 active; Potency, µM (highest dose often 65.8 µM), inactives show top-dose activity change, negative = inhibition, usual class: inhibitors;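 note: potency is the fitted concentration of half-maximal effect; plate controls were vehicle for no effect and reference inhibitor for full effect; nearly all actives have a fitted effect of over 55% in size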
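Kinetic fluorescence read (525 ex/598 em nm, three reads 60 s apart) of AP-site incision; signal = third minus first read. Enzyme 0.75 nM, dual-labelled THF duplex 50 nM, compound preincubation 15 min RT.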
POLB inh = qHTS Assay for Inhibitors of DNA Polymerase Beta; P06746; Pol beta primer extension/strand displacement, fluorescence kinetic; 1.3% of 340,000 active; AID 485314, 2010; Potency, µM (top dose mostly 114 µM), for the others: at the top dose activity change, negative = inhibition, usual class: inhibitors; note: potency is the fitted concentration of half-maximal effect; % is set by controls: 0 for no effect and ±100 for the full control effect
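Homogeneous kinetic assay of primer extension and strand displacement by 10 nM Pol beta, preincubated 15 min at room temperature with compound before 50 nM substrate (final) was added. Read at 0 and 10 min; four-parameter Hill fit.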
Pol iota inh = qHTS for Inhibitors of Polymerase Iota. 1% of 390,000 active. Pol iota fluorescent replication assay, 10 min. Potency, µM (series often up to 115 µM), for the others: at the highest dose activity, negative = inhibition, hits mostly inhibitors. DNA polymerase iota (Homo sapiens), Q9UNA4; note: potency is the fitted concentration of half-maximal effect
Target sequence (Q9UNA4 whole entry, looked up): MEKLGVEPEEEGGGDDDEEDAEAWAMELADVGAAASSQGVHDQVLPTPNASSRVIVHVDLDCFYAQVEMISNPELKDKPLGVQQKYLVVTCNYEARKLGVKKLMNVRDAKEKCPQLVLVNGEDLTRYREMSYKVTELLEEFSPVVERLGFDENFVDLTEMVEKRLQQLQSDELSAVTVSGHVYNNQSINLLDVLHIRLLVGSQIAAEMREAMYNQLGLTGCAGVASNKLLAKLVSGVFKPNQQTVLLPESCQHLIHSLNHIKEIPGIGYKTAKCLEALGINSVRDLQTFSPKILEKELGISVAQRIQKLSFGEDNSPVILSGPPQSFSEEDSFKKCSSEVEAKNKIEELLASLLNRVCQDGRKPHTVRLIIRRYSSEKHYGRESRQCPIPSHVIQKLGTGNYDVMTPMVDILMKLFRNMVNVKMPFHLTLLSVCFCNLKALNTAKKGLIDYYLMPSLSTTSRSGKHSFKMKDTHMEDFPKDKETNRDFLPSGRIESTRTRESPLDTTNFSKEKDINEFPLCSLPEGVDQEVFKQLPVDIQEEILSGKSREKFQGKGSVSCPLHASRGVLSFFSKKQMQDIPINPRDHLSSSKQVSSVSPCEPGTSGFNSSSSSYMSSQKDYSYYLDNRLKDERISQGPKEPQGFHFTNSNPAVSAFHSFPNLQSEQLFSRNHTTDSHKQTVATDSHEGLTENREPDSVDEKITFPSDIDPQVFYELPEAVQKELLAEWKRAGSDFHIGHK
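Pol iota at 10 nM preincubated 15 min with compounds at room temperature; reaction started with fluorescent substrate, 50 nM final. Fluorescence read kinetically at 0 and 10 min; buffer-only wells as negative control.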
BLM helicase inh = qHTS Assay for Inhibitors of Bloom's syndrome helicase (BLM). AID 2528, 2010. Potency, µM (top dose mostly 56.1 µM), for inactives: top-dose activity change, negative = inhibition, hits mostly inhibitors. 0.2% of 350,000 active. RecQ-like DNA helicase BLM (Homo sapiens), P54132. recombinant BLM DNA unwinding, fluorescence dequenching;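 note: potency is the fitted concentration of half-maximal effect; plate controls were vehicle for no effect and no enzyme for full effect; nearly all actives have a fitted effect of over 35% in size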
* = called active by the depositor; i = inactive; ? = inconclusive; nt = not tested or not shown; [ ] = another dose, or the depositor's remark. Unless noted, calls come from the whole dose curve; as a rule, active = well fitted curve in the direction sought with a large enough effect; inconclusive = small, poorly fitted or top-dose-only effect, or another doubt; inactive = no such curve, though single readings can be large; an effect the other way counts as inactive or inconclusive.

Every second line gives: APEX1 inh	BLM helicase inh	Pol iota inh	RXFP1 antagonist	POLK inh	PGK inhibitor	POLB inh	Pol eta inh	Apoferritin bind
C=CCN1C=CC(=O)CC1
    6%	-1%	-17%	nt	12%	-8%	-2%	-5%	-3%
Cc1cc2ccccn2c1C(=O)Nc1ccccc1
    -2%	-5%	27%	-7	-5%	i	7%	-10%	-3%
CC(C)(C)NC(=O)C(c1ccco1)N(C(=O)Cn1nnc(-c2ccc(F)cc2)n1)c1cccc(F)c1 (stereo not given)
    2%	-5%	65%[activator]	4	2%	-8%	8%	-12%	-14%
O=C(NN1C(=O)C2C3c4ccccc4C(c4ccccc43)[C@@H]2C1=O)c1ccccc1 (stereo not given in full)
    22%	3%	-1%	12	-11%	-1%	5%	-6%	-8%
COc1ccc(CC(=O)NC2CC2)cc1OC
    19%	-3%	21%	1	17%	-2%	-17%	-7%	4%
Cc1ccc2c(CN3CCN(S(=O)(=O)c4ccc5c(c4)OCCO5)CC3)cc(=O)oc2c1C
    0%	-2%	18%	2	3%	5%	9%	11%	-10%
CN(C(=O)c1ccno1)c1nnc(-c2cnccn2)s1
    6%	-2%	3%	6	-7%	-6%	-1%	13%	11%
CSCCNC(=O)c1ccc2nc(C3CCCCC3)oc2c1
    -1%	-1%	58%[activator]	-3	-24%	-7%	13%	-13%	-19%
Cn1cc(Cl)c(C(=O)Nc2nc3ccc([N+](=O)[O-])cc3s2)n1
    1%	1%	63%[activator]	?	-20%	-1%	30%	8%	-5%
Cc1ccc(S(=O)(=O)N2[C@@H](c3ccc(Cl)c(Cl)c3)C(C(=O)O)=C[C@H]2C(C)(C)C)cc1
    11%	nt	12%	nt	-20%	-5%	nt	-20%	nt
Cn1ncc(Cl)c1C(=O)Nc1ccc(CN2CCCCC2)cc1
    36%	3%	5%	1	3%	0%	-1%	-6%	-6%
Cc1cc(C)n2c(=O)c3ccc(Cl)cc3nc2c1C#N
    -8%	1%	65%[activator]	-6	-2%	-7%	-11%	-6%	-1%
O=C1CNC(=S)N1Cc1ccccc1Cl
    1%	-1%	?	11	3%	nt	?	-3%	-6%
COc1ccc(NC(=O)c2ccc3nc(-c4ccccc4)c(-c4ccccc4)nc3c2)c(OC)c1
    1%	-1%	8%	6	-14%	3%	18%	-15%	-3%
CC(C)(C)C(=O)NC(=S)Nc1ccccc1N1CCCC1
    -4%	-7%	71%[activator]	nt	-7%	-8%	1%	-22%	-14%
O=C(c1cccs1)N1CC=C(c2ccccc2)CC1
    1%	nt	-10%	-7	5%	-1%	nt	-14%	nt
O=C(CCCc1ccccc1)NCc1cccnc1
    -2%	1%	16%	9	-3%	-2%	2%	6%	-11%
CCSc1nnc(NC(=O)CSc2nnc(CNC(=O)c3cc(OC)c(OC)c(OC)c3)o2)s1
    -1%	-1%	-12%	-1	-1%	i	2%	-16%	-6%
O=C1CSC(c2cccc([N+](=O)[O-])c2)N1c1ccccc1F (stereo not given)
    12%	-7%	171%[activator]	-11	-15%	-4%	20%	-12%	-14%
Cc1ccc(C)c(N2CCN(C(=O)c3cc4c(=O)n(Cc5ccccc5)ccc4nc3C)CC2)c1
    nt	-8%	2%	nt	4%	10%	26%	-17%	-19%
Cc1ccc(C)c(N2CCN(CCCNC(=O)Cn3ncc4c5ccccc5n(C)c4c3=O)CC2)c1
    nt	-5%	22%	-14	-7%	9%	11%	-22%	-8%
O=C(OC1CCCCC1)c1ccc(NC(=O)c2ccco2)cc1
    12%	-11%	7%	-25	-15%	-1%	-5%	-17%	?
CCCc1cc(=O)oc2c3c(c4c(c12)OC(C)(C)C=C4)OC(C)C(C)C3O (stereo not given)
    -5%	-16%	10%	-21	8%	i	0%	-11%	?
COc1ccccc1N1C(=O)c2cccc3c(Cl)ccc(c23)C1=O
    -7%	-7%	127%[activator]	-14	-1%	-8%	5%	-8%	-17%
O=c1[nH]c(N2CCCCC2)nc2c1CCCC2
    4%	-5%	9%	-2	-13%	-2%	12%	11%	-10%
Cc1onc(C(=O)Nc2ccccc2C(F)(F)F)c1[N+](=O)[O-]
    -2%	-2%	-20%	2	-6%	-5%	22%	-5%	5%
Cc1ccc(CSc2nnc(SCC(=O)N/N=C/C=C/c3ccco3)s2)cc1
    35µM*	?	?	?	?	-11%	22µM*	?	-12%
NNC(=O)c1nnn(-c2nonc2N)c1CN1CCCC1
    23%	0%	-5%	-1	1%	-1%	25%	-12%	-14%
CCOC(=O)c1sc2nccc(OC)c2c1N=CNOC
    -1%	1%	64%[activator]	14	4%	7%	-4%	0%	-3%
COc1ccc(-c2noc(-c3ccc(N4CCC(C)CC4)c([N+](=O)[O-])c3)n2)cc1OC
    nt	-6%	-18%	nt	?	8%	79µM*	-6%	-10%
CCOC(=O)C1CCC(CN(Cc2c(Cl)cccc2Cl)S(=O)(=O)c2ccc(F)c(C)c2)CC1 (stereo not given)
    nt	-7%	24%	-3	-9%[60.1 µM]	i	-28%	9%	92%[activator]
Cc1nc2nc(COc3ccccc3)[nH]n2c(=O)c1Cl
    -2%	0%	6%	7	-21%	-3%	?	6%	-3%
CC(=O)c1ccc(OCc2cc(C(=O)N3CC4C[C@@H]5CC3C[C@H](C4)C5)no2)cc1
    13%	-4%	17%	-16	-3%	3%	9%	-28%	?
Nc1ccnn1-c1ccccc1
    1%	0%	14%	4	0%	-5%	?	-2%	-6%
CC(=O)c1ccc(OCC(=O)c2cc(C)n(-c3ccc4c(c3)OCO4)c2C)cc1
    ?	-10%	-1%	1	-13%	-2%	19%	-17%	-4%
Cc1nc2ccccc2c2c(N)c3ccccc3n12
    ?	0%	143%[activator]	3	-8%	-10%	8%	-19%	7%
Cc1ccc(S(=O)(=O)N(CC(=O)NCC2CCCO2)Cc2cccc(C)c2)cc1 (stereo not given)
    3%	0%	8%	-17	-16%	-3%	58%	-1%	-4%
CCOc1ccc(CCNC(=O)C2=C(C)C(=O)OC23CCCCC3)cc1
    nt	-7%	-20%	2	-11%	nt	28%	nt	-8%
CCOc1cc(CNC(=O)c2ccccc2NC(=O)c2nsc3ccccc23)ccc1OC
    nt	-9%	?	-13	-5%[60.1 µM]	?	43%	6%	13%
COc1cc(/C=C2\SC(N)=NC2=O)ccc1OCC(=O)Nc1ccc(C)cc1
    2%	-16%	79µM*	1	-42%	-2%	3.5µM*	?	-11%
CC1(C)Cc2cccc(OCC(=O)Nc3ccccc3C(F)(F)F)c2O1
    24%	-6%	0%	-14	-15%	5%	10%	-12%	-18%
O=C(Cn1ccc2ccccc2c1=O)NCC(=O)N1CCN(c2ccc(F)cc2)CC1
    -2%	2%	20%	17	-2%	0%	46%	-10%	2%
O=C(Oc1nsnc1N1CCOCC1)c1ccccc1
    0%	1%	-1%	-22	-4%[60.1 µM]	-1%	?	12%	1%
CNC(=O)c1ccsc1NC(=O)C1CCN(S(=O)(=O)c2ccc(Cl)s2)CC1
    7%	nt	32%[activator]	3	-2%	-3%	nt	-26%	nt
Cc1ccc(-c2ccccc2)n1-c1ccc(C(=O)O)cc1
    -2%	-2%	-1%	1	-6%	nt	15%	-13%	0%
FC(F)(F)c1nnc(Nc2ccc(Cl)cc2)s1
    -6%	-5%	51%[activator]	-10	1%	-7%	10%	-20%	2%
COc1ccc(OCC(=O)OC2CCCN(C)C2)cc1 (stereo not given)
    2%	-2%	15%	-8	1%	-4%	-2%	-21%	-6%
CC(C)c1ccc(NC(=S)N(C)CCc2ccccn2)cc1
    3%	-4%	73%[activator]	4	-6%	-3%	-17%	-5%	-8%
CCOC(=O)N1CCN(c2ccnc3cc(Cl)ccc23)CC1
    50%[activator]	-2%	15%	5	4%	-9%	-28%	-3%	2%
O=C(O)CCN1C(=O)C2C3CC(C2C1=O)C1C(c2ccccc2)c2sc(=O)n(-c4ccccc4)c2SC31 (stereo not given)
    8%	-2%	-6%	?	3%	0%	1%	-14%	-6%
Cc1nnc(NC(=O)c2ccc(S(=O)(=O)N3CCCCC3C)cc2)o1 (stereo not given)
    -9%	1%	-9%	-7	-9%	-6%	15%	-5%	-11%
CCc1nc2ccccc2n1Cc1cc(=O)n2cc(C)ccc2n1
    -3%	-1%	48%[activator]	-7	0%	3%	9%	-12%	-18%

Some of the entries so far, as labelled records.
Cc1ccc2c(CN3CCN(S(=O)(=O)c4ccc5c(c4)OCCO5)CC3)cc(=O)oc2c1C
  APEX1 inh = 0%; BLM helicase inh = -2%; Pol iota inh = 18%; RXFP1 antagonist = 2; POLK inh = 3%; PGK inhibitor = 5%; POLB inh = 9%; Pol eta inh = 11%; Apoferritin bind = -10%
CN(C(=O)c1ccno1)c1nnc(-c2cnccn2)s1
  APEX1 inh = 6%; BLM helicase inh = -2%; Pol iota inh = 3%; RXFP1 antagonist = 6; POLK inh = -7%; PGK inhibitor = -6%; POLB inh = -1%; Pol eta inh = 13%; Apoferritin bind = 11%

Bioassay records deposited in PubChem by National Center for Advancing Translational Sciences (NCATS).

Some of the compounds tested, so the mix of outcomes need not match the whole.
